# Screens from PubChem BioAssay.
# Glioma ERSR ind – inducers of ER stress response in human glioma cells; U87-MG GRP78 promoter luciferase reporter, 16 h; Potency, µM, inactives show at the highest dose activation, hits mostly activators; 0.02% of 420,000 active; also: potency is read from the fitted curve at half-maximal effect; series mostly up to about 76 µM; % of control where 0% means no effect; nearly all actives have a fitted effect of over 35% in size
#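 Stably transfected U87-MG human glioma cells carrying a GRP78-based luminescent sensor were seeded at 1000 cells/well, pin-dosed with compounds and incubated 16 h. Luciferase reagent was then added, and end-point luminescence was read after 10 min at room temperature.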
# D1 agonist – activates the human D1 dopamine receptor. HEK293 T-REx D1 cells, calcium flux, agonist mode. activation, % at 2 µM. 1% of 360,000 active. AID 504660; in the data active = activation above about 30%; also: 0% is about no effect
# Target sequence (P21728 whole entry, looked up): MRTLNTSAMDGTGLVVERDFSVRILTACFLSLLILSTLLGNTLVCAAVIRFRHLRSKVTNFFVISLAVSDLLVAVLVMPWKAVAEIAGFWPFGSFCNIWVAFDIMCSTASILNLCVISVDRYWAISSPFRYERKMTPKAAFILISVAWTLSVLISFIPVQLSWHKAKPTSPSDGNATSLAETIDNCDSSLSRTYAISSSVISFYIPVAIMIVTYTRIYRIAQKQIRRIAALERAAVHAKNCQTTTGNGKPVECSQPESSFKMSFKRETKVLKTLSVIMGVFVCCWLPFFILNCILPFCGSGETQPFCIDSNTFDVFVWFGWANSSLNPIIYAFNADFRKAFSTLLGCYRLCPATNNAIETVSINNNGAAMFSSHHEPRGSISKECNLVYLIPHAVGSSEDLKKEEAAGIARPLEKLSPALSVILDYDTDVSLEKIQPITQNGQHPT
#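 Agonism was scored from calcium flux recorded over 180 s (1 read/s) after pintool compound addition, following a 10-cycle baseline. Cells were inducible force-coupled HEK293 TREx D1, plated overnight at 30 C and loaded with no-wash calcium dye.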
# D1 antag – human D1 dopamine receptor antagonism. P21728. HEK293 TREx D1 cells, calcium flux, dopamine EC80; active compounds read low. activity change, negative = inhibition, % at 10 µM. 3.2% of 360,000 active. AID 504652; in the data active = activity change below about -30%; also: % is scaled to controls: 0 for no effect and ±100 for the full control effect
#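 Inducible Hek293 Trex D1 cells (tetracycline, overnight, 30 C). Calcium dye 30–90 min RT. Antagonist mode: EC80 dopamine added after 180 s compound read.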
# RXFP1 ag – agonists of human relaxin receptor RXFP1; HEK293T-RXFP1 cAMP TR-FRET, 30 min; response scale: percent of porcine relaxin response, buffer zero; 0.3% of 370,000 active; Q9HBX9; Potency, µM (series often up to 57.5 µM), for the others: top-dose activation, actives largely listed as activators; AID 2676; also: potency is read from the fitted curve at half-maximal effect; % is scaled to controls: 0 for no effect and ±100 for the full control effect; nearly all actives have a fitted effect of over 60% in size; many of its hits are not listed in these tables
#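 HEK293 cells stably expressing RXFP1, treated 30 min at 37C with compounds plus PDE4 inhibitor Ro 20174; cAMP measured by HTRF TR-FRET. Normalized to buffer and 29 nM porcine relaxin; EC50 by Hill fit.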
# Vif-A3G inh – Vif-A3G binding inhibition. Q9HC16. HeLa A3G-eYFP + Vif (tagged APOBEC3G with the HIV-1 protein that degrades it), YFP fluorescence, overnight. Potency, µM (highest dose often 46.1 µM), without a hit: at the top dose activity, negative = active, usual class: inhibitors. 0.076% of 410,000 active. AID 602310;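 also: potency is read from the fitted curve at half-maximal effect; % is scaled to controls: 0 for no effect and ±100 for the full control effect; nearly all actives have a fitted effect of over 60% in size; hits raise eYFP signal because A3G escapes Vif-driven loss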
# Target sequence (Q9HC16 whole entry, looked up): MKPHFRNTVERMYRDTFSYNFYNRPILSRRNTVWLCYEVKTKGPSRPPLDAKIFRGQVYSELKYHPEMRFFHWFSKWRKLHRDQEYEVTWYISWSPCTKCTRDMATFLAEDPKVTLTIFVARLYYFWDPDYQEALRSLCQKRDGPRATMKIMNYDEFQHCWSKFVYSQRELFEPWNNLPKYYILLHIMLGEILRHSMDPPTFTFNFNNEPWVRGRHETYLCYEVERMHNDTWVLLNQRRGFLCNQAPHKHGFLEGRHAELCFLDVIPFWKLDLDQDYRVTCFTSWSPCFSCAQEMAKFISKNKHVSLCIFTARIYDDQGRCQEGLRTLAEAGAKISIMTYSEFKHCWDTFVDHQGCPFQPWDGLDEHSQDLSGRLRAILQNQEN
#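 Read-out is eYFP fluorescence (Ex 488/Em 500-530) from Vif-expressing HeLa A3G-eYFP cells; more signal means A3G escaped Vif-mediated degradation. Cells plated overnight, compound pinned in, incubated overnight at 37 deg C.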
# LDHA block – inhibitors of human lactate dehydrogenase A. purified LDHA, NADH/diaphorase-resazurin fluorescence; active compounds read low. activity change, % (values are at about 110 or 230 µM). 0.15% of 480,000 active; in the data active = activity change below about -30%; inconclusive = mostly about -25% to -30%;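 also: plate controls were DMSO wells for no effect and wells without enzyme for full effect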
#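 Human LDH5 at 2 nM final in Tris HCl pH 7.4 with 0.06 mM NADH and 0.2 mM pyruvate, reacted 5 minutes at room temperature. Remaining NADH coupled via diaphorase/resazurin; resorufin fluorescence read at 0 and 20 minutes, normalized to enzyme-free and DMSO wells.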
# D2 PAM – positive allosteric modulators of human D2 dopamine receptor | P14416 | HEK293 T-REx D2, calcium flux, EC20 dopamine potentiation | potentiation, % at 10 µM | 0.34% of 340,000 active;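 active = potentiation over 3 SD above the plate norm, cut at about 30% in these data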; also: 0% is about no effect
#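 Using a no-wash calcium dye in inducible, force-coupled HEK293 Trex cells expressing D2, we tracked fluorescence each second for 180 s after compound, then for 180 s after EC20 dopamine to detect augmented signalling.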
# Vif-A3F inh – inhibitors of Vif-A3F interaction | HeLa A3F-eYFP + Vif (tagged APOBEC3F with the HIV-1 protein that degrades it), YFP fluorescence increase | Potency, µM (doses to about 46.1 µM), for the others: at the highest dose activity, negative = active | 0.2% of 390,000 active | AID 602313; also: potency is read from the fitted curve at half-maximal effect; % of control where 0% means no effect; nearly all actives have a fitted effect of over 65% in size
#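 HeLa cells stably expressing A3F-eYFP plus Vif, plated and incubated overnight at 37 deg C, then exposed to compounds overnight at 37 deg C. Blocked degradation read as raised yellow fluorescence (Ex 488/Em 500-530).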
# D1 potentiator – enhances dopamine response at the human D1 receptor | P21728 | HEK293 TREx D1 cells, calcium flux, dopamine EC20 potentiation | potentiation, % at 10 µM | 0.036% of 360,000 active; in the data active = potentiation above about 30%; also: 0% is about no effect
# * marks the source's active call; other numbers are inactive results; ? = inconclusive; / = no result given. Unless noted, calls follow the shape of the dose curve; as a rule, active = well fitted curve in the direction sought with a large enough effect; inconclusive = small, poorly fitted or top-dose-only effect, or another doubt; inactive = no such curve, though single readings can be large; an effect the other way counts as inactive or inconclusive. The list is partial; count on the stated rates, not on these rows.
SMILES,Glioma ERSR ind,D1 agonist,D1 antag,RXFP1 ag,Vif-A3G inh,LDHA block,D2 PAM,Vif-A3F inh,D1 potentiator
CCN(CC(=O)Nc1ccc2c(c1)OCCO2)C(=O)/C=C/c1ccc(OC)c(OC)c1,-3%,0,-6,1.2%,-6%,-5,10,8%,-8
Cc1sc(N/N=C/c2cccnc2)nc1-c1ccc(Cl)cc1,-1%,-1,-33*,-0.1%,-1%,-3,12,0%,-10
Cc1cccc(N2C(=O)c3ccc(Br)cc3C2=O)n1,/,0,15,0.8%,/,/,-2,/,-4
O=C(OCc1cccc([N+](=O)[O-])c1)c1cc(=O)[nH]c2ccccc12,/,0,1,3.4%,/,/,-2,/,3
CC1CCN(Cc2nc3c(c(=O)n(C)c(=O)n3C)n2CCCc2ccccc2)CC1,-3%,2,7,1.7%,1%,-2,14,-10%,-11
Cc1sc2nc(CN3CCOCC3)nc(Cl)c2c1C,-2%,0,10,2.1%,2%,0,8,0%,-4
O=[N+]([O-])c1ccc(S(=O)(=O)N/N=C/c2cccs2)cc1,-1%,0,-24,1.2%,-1%,-9,-1,-4%,-2
COc1cc(/C=C/C(=O)N(C)c2ccccc2C(=O)O)cc(OC)c1OC,-5%,1,-5,-0.3%,0%,-17,0,1%,2
CCOCCCNC(=O)C(C)NS(=O)(=O)c1ccc(C)cc1 (configuration not stated),-3%,2,4,3.2%,-2%,-13,3,-5%,-3
O=C(O)COc1ccccc1/C=N/NC(=O)COc1ccc(-c2ccccc2)cc1,-1%,4,-6,5.4%,2%,-2,2,-11%,0
CCOC(=O)c1ccc(NC(=O)C23CCC(C)(C(=O)O2)C3(C)C)cc1 (configuration not stated),4%,3,-11,-1.2%,-1%,-4,13,-19%,4
Cc1cc2cc(CNC(=O)CCC(=O)O)ccc2[nH]1,-2%,2,20,2.2%,-1%,1,-6,-4%,2
Nc1ccc2c(c1)[nH]c(=O)c1cc(N)ccc12,-7%,/,/,/,6%,-8,/,5%,/
CCCn1c2ccccc2c2cnn(CC(=O)NCCc3ccc(OCC)cc3)c(=O)c21,-3%,1,6,12%,-2%,0,-17,-4%,7
C[C@H]1CN([C@@H](C)CO)C(=O)CCCn2cc(nn2)CO[C@@H]1CN(C)C(=O)Nc1ccccc1,0%,/,/,/,-1%,-9,/,-1%,/

# Reprinted from the results shown (3 entries):
SMILES,Glioma ERSR ind,D1 agonist,D1 antag,RXFP1 ag,Vif-A3G inh,LDHA block,D2 PAM,Vif-A3F inh,D1 potentiator
Nc1ccc2c(c1)[nH]c(=O)c1cc(N)ccc12,-7%,/,/,/,6%,-8,/,5%,/
CCCn1c2ccccc2c2cnn(CC(=O)NCCc3ccc(OCC)cc3)c(=O)c21,-3%,1,6,12%,-2%,0,-17,-4%,7
C[C@H]1CN([C@@H](C)CO)C(=O)CCCn2cc(nn2)CO[C@@H]1CN(C)C(=O)Nc1ccccc1,0%,/,/,/,-1%,-9,/,-1%,/

# Continued.
SMILES,Glioma ERSR ind,D1 agonist,D1 antag,RXFP1 ag,Vif-A3G inh,LDHA block,D2 PAM,Vif-A3F inh,D1 potentiator
CCC(C)[C@H](NC(=O)OC(C)(C)C)C(=O)N/N=C/c1ccc2cc(OC)ccc2n1 (some centres not stated),-3%,1,4,-1.1%,-4%,-3,15,0%,5
COc1ccc(OCC(=O)NCCS(=O)(=O)N2CCN(c3ccc(F)cc3)CC2)cc1,-6%,6,-4,8.9%,0%,-5,15,0%,-6
Cc1ccc(Cl)cc1-n1c(=O)cc(N2CCN(c3ccccc3)CC2)[nH]c1=O,-5%,0,-29,-1.4%,-1%,-13,13,0%,-2
CC(NS(=O)(=O)c1ccc(F)cc1)C(=O)NCc1ccncc1 (configuration not stated),-7%,1,6,2.3%,-6%,2,/,7%,0
O=C(NCC1CCCO1)c1cccc(N2C(=O)C3C4C=CC(C4)C3C2=O)c1 (configuration not stated),-9%,2,13,-2.1%,-3%,-13,/,1%,-2
CCCCNC(=O)c1ccc2c(c1)N(C)C(=O)c1ccccc1S2,-2%,2,1,-1.8%,-3%,2,-9,0%,-1
CCCCn1c(=O)[nH]c(=O)c2c1nc(-c1ccc([N+](=O)[O-])cc1)n2CC,-7%,1,-21,3.4%,0%,-1,3,-23%,-16
CNc1c(N)c(=O)oc2ccccc12,4%,0,-1,-0.2%,1%,-8,22,3%,3
Cc1nc2ccccc2c(=O)n1NS(C)(=O)=O,-6%,4,7,-0.2%,0%,-5,21,0%,-2
O=C1c2cnc3ncnn3c2CC2c3ccccc3CCN12 (configuration not stated),-6%,1,2,22%,5%,-3,-3,1%,-3
Cc1c(Cl)cccc1NC(=S)N1CCc2ccccc2C1,-1%,1,-22,-1.5%,1%,-4,-8,0%,-4
CC(C)CC1C(=O)N(Cc2cn(Cc3ccco3)nn2)CCS(=O)(=O)N1Cc1ccc(-c2cccc(CO)c2)cc1 (configuration not stated),-2%,/,/,/,-8%,0,/,-7%,/
Cc1ncc(CO)c2c1Oc1nc(-c3ccccc3)nc(SCC(=O)Nc3cccc(C(F)(F)F)c3)c1C2,-3%,1,-8,0.6%,1%,-2,1,1%,-3
CCOC(=O)C1=C(C)N=C2SCCC(=O)N2C1c1sccc1C (configuration not stated),2%,3,12,0.5%,-2%,-2,3,/,1
CCN1C(=O)/C(=C/c2cccs2)SC1=Nc1ccc(OC)cc1,-4%,2,-12,2.1%,-2%,-7,7,-5%,-2
CC(C)C(C)NC(=O)COc1ccc([N+](=O)[O-])cc1Cl (configuration not stated),1%,1,-22,0.3%,1%,-5,-3,-10%,-5
COc1cc(OC)cc(C(=O)NCCNC(=O)c2ccco2)c1,-3%,-2,1,0.8%,0%,-3,-8,/,-11
NS(=O)(=O)c1ccc(CCNC(=O)c2cc([N+](=O)[O-])ccc2N2CCCCC2)cc1,-2%,-1,-10,2.1%,-6%,-15,3,-15%,6
COC(=O)/N=C/c1c(NCc2ccccc2)nc2c(C)cccn2c1=O,-4%,1,-2,3.3%,-20%,2,8,?,-8
COc1ccc(Cn2c(C(F)(F)F)ccc(C(N)=O)c2=O)cc1,-5%,13,4,-0.8%,1%,-6,7,6%,3
CC(=O)Nc1scc(C)c1-c1nc2ccccc2s1,-1%,0,-13,3.4%,-8%,-9,-2,8%,-5
CCOC(=O)N1CCN(C(=O)c2cc(COc3ccc(Cl)cc3OC)on2)CC1,-4%,7,-3,0.3%,2%,-6,-6,6%,-5
Cc1ccc(SCCCn2cncn2)cc1,-1%,0,2,0.4%,-1%,-18,-1,-3%,-9
CC(=O)c1cccc(NC(=O)CSc2n[nH]c(-c3ccncc3)n2)c1,-5%,1,-9,3.3%,1%,-4,-5,6%,2
c1ccc2oc(-c3ccc(Nc4nc(N5CCCC5)nc(N5CCOCC5)n4)cc3)nc2c1,/,3,8,2.6%,/,/,5,/,1
O=C(O)Cn1cc(/C=N/NC(=O)c2cc3cc(Br)ccc3o2)c2ccccc21,-3%,1,-33*,4.3%,0%,-12,-21,7%,4
O=c1c(S(=O)(=O)c2ccccc2)cn(Cc2cccc(F)c2)c2cc(N3CCOCC3)c(F)cc12,-1%,0,11,0.2%,3%,-10,0,14%,6
CC(=O)N(c1ccc(C(F)(F)F)cc1)S(=O)(=O)c1ccc(N2C(=O)CCC2=O)cc1,-9%,6,-18,-1.3%,-6%,-2,-6,-5%,2
Cc1noc(C)c1S(=O)(=O)N(CC(=O)O)c1ccc2c(c1)OCO2,-2%,12,-17,1.5%,-2%,10,17,0%,-6
Cc1ccc(C(=O)Nc2ccc(Br)cc2)cc1S(=O)(=O)N1CCOCC1,2%,13,-11,-1.7%,0%,1,-6,5%,-5
Nc1nncn1C(=O)CCCOc1ccc(Cl)cc1Cl,-1%,17,-14,-0.1%,5%,-3,-7,0%,-4
COc1ccc(NC(=O)Nc2ccc3c(c2)C(=O)N([C@H](C)CO)C[C@H](C)[C@@H](CN(C)S(=O)(=O)c2cccs2)O3)cc1,-4%,/,/,/,-16%,0,/,-2%,/
Cc1cc(N)n2ncc(-c3cccc(Br)c3)c2n1,7%,2,-5,5.8%,-9%,1,7,-13%,14
CSc1ncccc1C(=O)OCc1ccccc1Cl,8%,16,-2,-0.8%,0%,-6,5,1%,-2
CCOc1ccc(Nc2cc(C)nc3ccc(C)cc23)cc1,-4%,/,/,/,4%,4,/,?,/
CCN(CC)S(=O)(=O)c1ccc(N(C)C)c(NC(=O)CC(NC(C)=O)c2ccccc2)c1 (configuration not stated),-3%,-1,15,3.2%,-1%,0,-16,-10%,-4
O=C(Nc1ccc(N2CCCC2)c(Cl)c1)c1ccco1,-3%,0,-10,-1.6%,1%,0,3,-1%,-4
COCC1CCN(Cc2nc(COc3ccccc3)no2)C1 (configuration not stated),1%,2,10,-1.0%,4%,0,12,?,0
CC(C)(C)[C@H]1COC(=O)[C@H](Cc2ccc(F)cc2)CC/C=C/C[C@@H](CC(=O)N[C@H](CO)Cc2ccccc2)C(=O)N1,-4%,/,/,/,0%,-2,/,-4%,/
Cc1cc(NC(=O)c2cc3nc(C4CC4)cc(C(F)(F)F)n3n2)no1,-2%,1,4,0.7%,0%,-7,-5,0%,0
CC(=O)Nc1cc(S(=O)(=O)Nc2ccccc2C)c(C)cc1C,0%,4,-17,2.4%,0%,0,-5,2%,-4
OC(CNc1ccnc2cc(Cl)ccc12)CNC1CCCCC1 (configuration not stated),-10%,/,/,/,4%,-9,/,6%,/
O=C(NCCO)C(=O)c1c(-c2ccc(Cl)cc2)cc2ccccn12,1%,2,1,0.9%,0%,-6,12,-4%,0
CN(c1ccccc1)S(=O)(=O)c1ccc(NC(=S)NC(=O)C2CC2)cc1,-1%,4,3,-0.7%,2%,-7,9,2%,1
Cc1nnc(SCc2nnc(-c3ccc(Cl)cc3)o2)n1-c1ccccc1,-1%,3,2,-0.2%,1%,-5,0,-8%,-1
CN(C(=O)C(C)(C)C)C1c2c(ccc3ccccc23)OCC1CO (configuration not stated),-6%,3,13,5.6%,-1%,-4,12,-26%,19
